# Source: PubChem BioAssay
# Scp-1 inhibitor – Scp-1 phosphatase inhibitors, primary screen, biochemical, colorimetric, uHTS; 0.88% of 340,000 active; inhibition, % at 20 µM; Carboxy-terminal domain RNA polymerase II polypeptide A small phosphatase 1 (Homo …; Recombinant Scp1, phosphopeptide, malachite green phosphate absorbance;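 active = inhibition above about 50% at 20 µM, limit read from the data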;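 note: plate controls were DMSO wells with enzyme for no effect and wells lacking enzyme for full effect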
#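 Material: truncated SCP-1 phosphatase (76-261aa) / Buffer or medium: 50 mM Tris acetate pH 5.5, 0.005% Tween-20, 10 mM MgCl2 / Compound dosing: one concentration, 20 µM, with 1.0% DMSO / Incubation: 45 min room-temperature reaction, 5 min colour, 30 min stabiliser / Detection: colorimetric free-phosphate detection, absorbance 630 nm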
# Rpn11 inh – Rpn11 (PSMD14) deubiquitinase inhibitors, primary screen, biochemical, fluorescence polarization, uHTS; human 26S proteasome, Ub4-pepOG fluorescence polarization; 20S core pre-blocked with epoxomicin; calls only at 20 µM; 26S proteasome non-ATPase regulatory subunit 14 (Homo sapiens), O00487; 0.59% of 360,000 active;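 active = inhibition at 20 µM, scaled to each plate's controls, above about 33%, limit read from the data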
# STEP block – STEP phosphatase inhibitors, primary screen, biochemical, fluorescence intensity, uHTS; Tyrosine-protein phosphatase non-receptor type 5 (Homo sapiens), P54829; recombinant STEP, OMFP fluorogenic substrate; 0.25% of 360,000 active; inhibition, % at 20 µM;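 active = inhibition at 20 µM, scaled per plate between control wells, above about 37%, limit read from the data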;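 note: 0% = DMSO with enzyme and substrate and 100% = substrate only without enzyme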
#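 Also added – OMFP at 25 µM · Test system – STEP tyrosine phosphatase · Technique – FITC-channel fluorescence of OMFP product · Schedule – 20 min at room temperature, dark · Evaluation – control-normalized % inhibition with plate pattern correction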
# SUMO1-SIM PPI – modulators of SUMO1 protein-protein interactions, primary screen, biochemical, uHTS; AID 602429, 2012; inhibition, % at 20 µM; 0.33% of 360,000 active; Small ubiquitin-related modifier 1 (Homo sapiens), P63165; SUMO1 binding to a labelled peptide, TR-FRET, 1 h; in the data active = inhibition above about 37%
# Target sequence (P63165 whole entry, looked up): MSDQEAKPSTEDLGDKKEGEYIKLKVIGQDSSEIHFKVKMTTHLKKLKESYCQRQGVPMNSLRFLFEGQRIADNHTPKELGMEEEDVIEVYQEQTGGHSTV
# CendR NRP1 mod – modulators of CendR peptide binding to NRP-1, primary screen, biochemical, fluorescence polarization, uHTS; Neuropilin-1 (Homo sapiens), O14786; FAM-RPARPAR peptide binding to NRP-1; inhibition, % at 25 µM; 0.85% of 360,000 active;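 active = inhibition or corrected inhibition above about 18%, plus a signal ratio from 0.5 to 1.5, limit read from the data, passing the limit was not always enough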; note: strong numbers were not always called active
# Target sequence (O14786 whole entry, looked up): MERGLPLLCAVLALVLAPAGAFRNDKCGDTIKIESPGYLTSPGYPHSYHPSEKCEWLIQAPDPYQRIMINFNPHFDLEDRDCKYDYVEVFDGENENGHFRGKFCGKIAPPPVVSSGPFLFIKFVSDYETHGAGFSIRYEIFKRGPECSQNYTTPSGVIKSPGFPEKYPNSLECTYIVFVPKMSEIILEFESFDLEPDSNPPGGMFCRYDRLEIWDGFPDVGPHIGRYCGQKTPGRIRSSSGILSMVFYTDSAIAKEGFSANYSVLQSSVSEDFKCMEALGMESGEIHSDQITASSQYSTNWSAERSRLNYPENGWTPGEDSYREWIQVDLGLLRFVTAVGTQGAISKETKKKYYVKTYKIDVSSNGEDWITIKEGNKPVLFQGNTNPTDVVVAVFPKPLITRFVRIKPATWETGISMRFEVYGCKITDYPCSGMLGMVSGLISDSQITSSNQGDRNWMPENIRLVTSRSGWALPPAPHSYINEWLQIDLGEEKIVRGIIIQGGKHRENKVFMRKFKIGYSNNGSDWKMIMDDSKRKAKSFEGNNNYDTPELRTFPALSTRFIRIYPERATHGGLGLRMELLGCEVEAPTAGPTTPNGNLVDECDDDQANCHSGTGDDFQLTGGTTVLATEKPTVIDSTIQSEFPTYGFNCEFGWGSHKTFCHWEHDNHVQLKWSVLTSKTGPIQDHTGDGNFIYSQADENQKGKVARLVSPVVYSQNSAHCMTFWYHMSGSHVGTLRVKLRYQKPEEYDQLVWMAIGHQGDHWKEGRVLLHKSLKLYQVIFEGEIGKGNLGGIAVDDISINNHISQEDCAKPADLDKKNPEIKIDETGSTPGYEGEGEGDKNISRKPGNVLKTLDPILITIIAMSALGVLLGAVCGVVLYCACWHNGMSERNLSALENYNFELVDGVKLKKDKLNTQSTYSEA
# SKN-1 inh – suppressors of acrylamide-induced Pgst-4::GFP reporter in worms, primary screen, SKN-1 inhibitor project, whole organism, uHTS, GFP/RFP fluorescence ratio, strain VP596; AID 624304, 2012; 0.49% of 360,000 active; C. elegans VP596 Pgst-4::GFP/RFP ratio, 24 h; inhibition, % at 21.8 µM;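 active = interference check ratio from 0.5 to 1.5 plus GFP to RFP signal ratio inhibition reaching or exceeding a fixed threshold, cut at about 30% in these data, passing the limit was not always enough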; note: some compounds called inactive have numbers as strong as hits
# LMPTP block – LMPTP phosphatase inhibitors, primary screen, biochemical, fluorescence intensity, uHTS; recombinant LMPTP-A, OMFP fluorogenic substrate; 0.22% of 360,000 active; Low molecular weight phosphotyrosine protein phosphatase (Homo sapiens), P24666; inhibition, % at 20 µM;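 active = compounds that cut the enzyme signal by at least half of the control window in the single-dose screen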;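 note: plate controls were DMSO wells with enzyme plus substrate for no effect and substrate without enzyme for full effect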
#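 Assay system: LMPTP-A, protein tyrosine phosphatase of low molecular weight / Medium: pH 6.0 Bis-Tris buffer with DTT and Triton X-100 / Schedule: 50 min enzyme reaction at room temperature, protected from light / Measured by: endpoint fluorescence intensity from OMFP dephosphorylation / Read-out basis: % inhibition relative to no-enzyme and uninhibited control wells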
# NadD inh – inhibitors of S. aureus NadD, primary screen, biochemical, colorimetric, uHTS; Nicotinate-nucleotide adenylyltransferase NadD (Staphylococcus aureus N315); purified NadD enzyme, colorimetric absorbance read-out; inhibition, % at 20 µM; 0.78% of 360,000 active; in the data active = inhibition above about 26%; note: some compounds past the cut are filed as inactive
# DNMT1 inh – human DNMT1 methyltransferase inhibitors, primary screen, biochemical, molecular beacon, fluorescence, HinP1I cleavage, uHTS; AID 588458, 2011; inhibition (reported as % activation of signal), % at 10 µM; 0.83% of 360,000 active; in the data active = inhibition above about 50%
# MT1-MMP act inh – blockers of MT1-MMP proenzyme processing, primary screen, HT1080 RFP-PRO-GFP cells, GFP/RFP fluorescence; 0.061% of 360,000 active; Matrix metalloproteinase-14 (Homo sapiens), P50281; GFP/RFP ratio fluorescence, overnight; percent of plate control window, DMSO zero; GFP/RFP ratio change, % at 20 µM; AID 651647, 2012;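 active = GFP/RFP ratio change of at least 30% with cell ATP level not reduced by more than half and red fluorescence within 50% of control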; note: strong numbers were not always called active
#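 Test system: HT1080 RFP-PRO-GFP cells; Benchmarks: DMSO and RFP-L50D-GFP cell wells; Timing: cells overnight before dosing, compound overnight, 37 °C, 5% CO2; Compound: one 20 µM compound dose with 1% DMSO; Read-out: GFP/RFP fluorescence ratio.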
# * = called active by the depositor; i = inactive; x = no result given.
SMILES,Scp-1 inhibitor,Rpn11 inh,STEP block,SUMO1-SIM PPI,CendR NRP1 mod,SKN-1 inh,LMPTP block,NadD inh,DNMT1 inh,MT1-MMP act inh
CCOC(=O)C(=O)Nc1cccc(C(=O)OCC)c1,-4.6,i,-0.9,1.1,-2.5,-2.6,-1.5,8.4,-7.2,0.3
CC(=O)Nc1ccc(S(=O)(=O)N(C)CC(=O)OCC(=O)N(C)c2ccccc2)cc1,-6.7,i,-0.8,-1.2,1.6,-7.8,-1.2,2.3,0.1,-3.9
CC(NC(=O)[C@H](C)NC(=O)[C@@H]1CSC2c3ccccc3C(=O)N21)c1ccccc1 (stereo not given in full),-5.7,i,2.0,2.6,8.1,8.0,-0.6,1.0,3.2,-1.1
O=C(NC(=S)Nc1ncccn1)c1ccccc1Br,-5.0,i,-0.5,3.1,2.6,16.7,-1.1,1.7,-0.4,0.1
CCN(C(=O)CSc1nc2cc(Cl)ccc2c(=O)n1Cc1ccco1)C1CCS(=O)(=O)C1 (stereo not given),-8.7,i,2.0,-0.7,14.5,7.3,1.0,3.4,1.4,-1.0
Cc1ccc(S(=O)(=O)N(C)CC(=O)Oc2ccc(-c3nnco3)cc2)cc1,-9.0,i,1.7,-7.4,3.2,-4.3,0.4,-1.9,2.3,-1.3
C=C(C)c1ccccc1,-6.3,i,0.4,-0.7,-0.5,5.4,1.7,0.4,0.2,-1.6
FC(F)(F)c1cccc(Cn2nnnc2-c2ccc(Cl)cc2)c1,-14.5,i,1.6,2.1,7.0,18.2,1.3,-6.9,-0.2,1.3
O=C(CCC(=O)OCC(=O)c1ccc(C(F)(F)F)cc1)OCC(=O)c1ccc(C(F)(F)F)cc1,-7.3,i,0.3,2.8,17.4,-7.2,-1.3,-3.4,1.3,-2.2
CCn1cc(CN2CCc3c([nH]c4ccccc34)C2c2ccc(F)c(OC)c2)c(C)n1 (stereo not given),-1.4,i,-2.0,-2.9,-6.5,-0.1,0.5,-12.0,-13.8,-3.1
CCc1ccc2[nH]c(=O)c(CN(CCCN3CCOCC3)C(=O)Nc3ccccc3)cc2c1,1.0,i,0.1,-1.8,3.5,0.4,-1.6,7.3,-3.7,-4.5
O=C1CC(c2ccccc2)SC(N(c2ccccc2)c2ccccc2)=N1 (stereo not given),14.1,i,1.7,-0.9,9.4,7.7,0.5,8.6,1.4,-0.8
CCC(c1nnnn1CCOC)N1CCN(Cc2ccccc2)CC1 (stereo not given),0.3,i,-3.0,-4.8,0.6,36.1*,-4.0,-2.6,0.4,x
CC(CCc1ccccc1)NC(=O)CCC(=O)N1CCC(C(=O)O)CC1 (stereo not given),6.4,i,-5.0,-1.1,-1.7,-3.9,0.0,3.6,0.2,-1.8
COc1cccc(-c2nnc(SCC(=O)OC(C)C)n2N)c1,-1.1,i,-2.6,0.8,-6.9,3.4,-2.5,-5.4,1.2,-4.4
Cc1ccc(SCc2ccc(C(=O)Nc3nccs3)o2)cc1,-2.2,i,4.4,3.3,0.6,2.4,1.4,-1.9,-0.2,4.7
N#Cc1ccc(C(=O)OCC(=O)Nc2cccc(S(=O)(=O)NC3=NCCC3)c2)cc1,4.1,i,-3.6,-3.1,11.0,17.6,0.1,0.8,2.5,2.3
CCn1c(CNC(=O)c2ccccc2Br)nnc1SCC(=O)Nc1nncs1,0.1,i,-1.0,9.5,-5.2,-3.9,-1.6,-0.3,0.3,0.8
Cc1ccc(N(C(C)C(=O)Nc2c(C)n(C)n(-c3ccccc3)c2=O)S(C)(=O)=O)cc1C (stereo not given),4.8,i,-2.6,-0.4,1.5,-7.3,1.8,4.6,2.5,4.5
CCC1(C)C(Nc2c(C)cccc2C)=NC(=S)N1c1ccc(NC(C)=O)cc1 (stereo not given),-9.3,i,-6.1,-2.1,1.5,-2.7,-0.4,2.9,1.4,0.8
O=C(Nc1ccc(Cl)cn1)c1ccccc1[N+](=O)[O-],-4.5,i,0.8,-6.7,5.9,9.2,0.6,-6.4,-0.1,6.5
CCCCCCn1c(N2CCCC2)nc2c1c(=O)n(C)c(=O)n2C,-6.0,i,0.8,2.0,-2.1,-24.2,-0.6,-3.7,0.7,1.3
Cc1ccc(S(=O)(=O)N2[C@H](CC(=O)c3ccc(F)cc3)OC[C@@H]2C(C)C)cc1,x,x,x,-5.6,0.4,9.8,0.1,x,x,-4.1
O=C(O)c1cccc(Oc2ccc([N+](=O)[O-])cc2)c1,-23.8,i,-0.4,-18.8,-1.5,0.8,-3.1,-7.8,0.1,1.1
CCCS(=O)(=O)NC(=O)C1(C)CCCN(C(=O)c2cccc3ccccc23)C1 (stereo not given),x,i,2.1,1.1,-5.8,5.9,-2.8,-6.0,1.1,2.3

# Next part.
SMILES,Scp-1 inhibitor,Rpn11 inh,STEP block,SUMO1-SIM PPI,CendR NRP1 mod,SKN-1 inh,LMPTP block,NadD inh,DNMT1 inh,MT1-MMP act inh
Cc1ccc(S(=O)(=O)N2CCCN(S(=O)(=O)c3ccc(C(F)(F)F)cc3)CC2)cc1,-8.5,i,-3.8,-3.1,0.2,-6.5,-1.7,-6.7,15.2,2.7
COc1ccc(/C=N/NC(=O)c2cc(-c3ccccc3)nc3ccccc23)c(OC)c1,-7.7,i,1.4,-3.1,-10.1,-2.5,5.3,0.1,-3.5,2.1
C=CCn1c(Cc2cccs2)nnc1SCC(=O)Nc1ccc(OC)c(OC)c1,-1.3,i,-6.0,0.7,-5.1,-2.9,-0.3,-1.3,-0.6,-0.8
Cc1ccc(CNC(=O)C2CCC(=O)N(Cc3cccc(F)c3)C2)s1 (stereo not given),x,i,-0.5,6.7,3.7,4.6,-0.8,1.6,1.3,2.8
Cc1ccc(C(=O)CCC(=O)Nc2cccc(C(F)(F)F)c2)cc1C,-9.6,i,4.1,-3.5,1.3,-9.3,1.4,-4.5,-2.7,3.2
O=C(Nc1nnc(-c2ccccc2Cl)s1)c1ccccc1F,-6.5,i,-1.3,0.4,-3.4,-4.6,25.4,4.8,7.3,-1.5
COc1ccc(C[C@](C)(N)C(=O)O)cc1OC,14.0,i,-1.0,4.3,1.7,8.4,-2.9,-3.5,2.1,4.7
CCN(CC)C(=O)COc1ccc(/C(C)=N/NC(=O)c2ccccc2-n2cccc2)cc1,-4.5,i,2.1,-4.6,-0.5,-0.6,-0.1,3.3,-0.8,4.5
COc1ccccc1OCCn1nnc2ccccc21,-8.1,i,0.5,0.1,-10.6,-3.3,-1.3,-10.6,2.3,3.3
COc1cccc(-c2ncc3ccccc3c2COC(=O)c2ccccc2C(=O)O)c1,-1.3,i,-0.5,0.2,-6.8,-4.5,1.3,5.0,5.0,-1.1
CC(C)Nc1nc(-c2ccccc2)nnc1-c1ccccc1,-8.3,i,1.9,2.6,-11.6,6.0,0.5,-0.7,0.6,-1.7
COC(=O)/C=C1\SC(=NC(=O)c2ccc(C)cc2)NC1=O,1.8,i,-1.1,4.5,9.7,-1.3,0.3,0.9,1.8,-1.4
CC1CCN(S(=O)(=O)c2ccc3c(c2)oc(=O)n3C)CC1,-7.4,i,-1.3,3.9,-4.5,19.0,-1.7,-6.9,3.8,-1.5
CCOC(=O)c1sc(=NC(=O)c2ccccc2Br)n(C)c1C,12.6,i,-1.7,-0.7,-0.2,-5.9,-0.6,-6.1,1.2,-1.3
O=C(CCN1C(=O)/C(=C/c2ccccc2)SC1=S)N1CCCCCC1,-4.9,i,-0.1,-15.5,-4.9,9.2,3.8,-14.8,0.7,-0.2
COCCN(C(=O)CSc1nc2ccc(OC)cc2[nH]1)c1c(N)n(Cc2ccccc2)c(=O)[nH]c1=O,1.0,i,-1.7,0.6,3.8,5.6,-0.3,3.0,0.0,2.8

# In the list so far, 6 contain an aryl thioether with sulfur outside any ring:
SMILES,Scp-1 inhibitor,Rpn11 inh,STEP block,SUMO1-SIM PPI,CendR NRP1 mod,SKN-1 inh,LMPTP block,NadD inh,DNMT1 inh,MT1-MMP act inh
CCN(C(=O)CSc1nc2cc(Cl)ccc2c(=O)n1Cc1ccco1)C1CCS(=O)(=O)C1 (stereo not given),-8.7,i,2.0,-0.7,14.5,7.3,1.0,3.4,1.4,-1.0
COc1cccc(-c2nnc(SCC(=O)OC(C)C)n2N)c1,-1.1,i,-2.6,0.8,-6.9,3.4,-2.5,-5.4,1.2,-4.4
Cc1ccc(SCc2ccc(C(=O)Nc3nccs3)o2)cc1,-2.2,i,4.4,3.3,0.6,2.4,1.4,-1.9,-0.2,4.7
CCn1c(CNC(=O)c2ccccc2Br)nnc1SCC(=O)Nc1nncs1,0.1,i,-1.0,9.5,-5.2,-3.9,-1.6,-0.3,0.3,0.8
C=CCn1c(Cc2cccs2)nnc1SCC(=O)Nc1ccc(OC)c(OC)c1,-1.3,i,-6.0,0.7,-5.1,-2.9,-0.3,-1.3,-0.6,-0.8
COCCN(C(=O)CSc1nc2ccc(OC)cc2[nH]1)c1c(N)n(Cc2ccccc2)c(=O)[nH]c1=O,1.0,i,-1.7,0.6,3.8,5.6,-0.3,3.0,0.0,2.8

# Compounds were not picked by outcome. Share with any hit: about 3.9%.
